Screening data from PubChem.
E-selectin induc – E-selectin induction on HUVECs | P16581 | actives 0.37% (n = 260,000) | activation, % at 7.58 µM | AID 686992 | HUVEC E-selectin immunofluorescence imaging; normalized: neutral wells 0, TNF-alpha wells 100;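 active means mean E-selectin-positive cell signal at least 10% of the positive control, reached in at least 60% of replicates, without over 20% cell loss; inconclusive means no rule given, readout overlaps actives, possibly toxicity-flagged; inactive means the rest, including those meeting only one limit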;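 further: in these data hits start at about 27%; measured in HUVEC primary endothelial cells; signal is the percent of cells scored E-selectin positive by PE staining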
Target sequence (P16581 whole entry, looked up): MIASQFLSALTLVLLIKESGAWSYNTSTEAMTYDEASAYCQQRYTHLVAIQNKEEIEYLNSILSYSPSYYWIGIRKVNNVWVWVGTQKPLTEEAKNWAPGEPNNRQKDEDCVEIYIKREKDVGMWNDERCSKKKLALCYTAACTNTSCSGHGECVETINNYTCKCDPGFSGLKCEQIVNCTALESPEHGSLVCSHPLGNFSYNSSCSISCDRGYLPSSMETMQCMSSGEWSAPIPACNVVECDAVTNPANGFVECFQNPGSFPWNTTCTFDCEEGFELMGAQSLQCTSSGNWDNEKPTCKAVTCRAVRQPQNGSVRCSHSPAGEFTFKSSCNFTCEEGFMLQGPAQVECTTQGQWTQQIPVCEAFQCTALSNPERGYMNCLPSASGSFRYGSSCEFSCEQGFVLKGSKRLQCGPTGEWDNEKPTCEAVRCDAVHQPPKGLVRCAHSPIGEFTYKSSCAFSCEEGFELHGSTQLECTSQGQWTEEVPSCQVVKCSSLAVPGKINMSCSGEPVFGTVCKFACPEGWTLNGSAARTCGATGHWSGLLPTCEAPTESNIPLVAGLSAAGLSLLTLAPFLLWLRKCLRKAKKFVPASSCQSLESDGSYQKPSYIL
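Read-out basis: % PE-positive cells; Test system: HUVEC primary endothelial cells; Technique: immunofluorescence imaging; Dosing: single-point compound dose.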
esBAF inh – SWI/SNF esBAF complex inhibition; mouse ES cells, Bmi1-luciferase knock-in reporter, 24 h; 100% = twice the neutral-well signal; reporter increase, % at 12.5 µM; actives 2% (n = 350,000); AID 602393; in the data active means activation above about 40%; inconclusive means no clear call, values can overlap the other calls;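 further: 0% = median of the plate's neutral control wells and 100% = double that signal; a rise in the Bmi1 reporter signal indicates esBAF inhibition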
CASP6 VEID inh – blocks human caspase-6 cleavage activity | P55212 | purified caspase-6, Z-VEID-R110 cleavage fluorescence | inhibition, % at 12.5 µM | actives 0.53% (n = 350,000);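 active means mean inhibition across replicates at least about 35%, with every replicate also reaching that limit, limit read from the data; inconclusive means only one of the two criteria met; inactive means neither criterion met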;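 further: 0% = median of neutral control wells and 100% = no fluorescence left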
RAD52 anneal inh – blocks human RAD52 DNA annealing. P43351. recombinant RAD52 DNA annealing, FRET fluorescence. inhibition, % at 18.7 µM. AID 651710. actives 0.46% (n = 360,000);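 active means every replicate showing at least 50% inhibition; inconclusive means mean inhibition at least 50% but not in every replicate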
Target sequence (P43351 whole entry, looked up): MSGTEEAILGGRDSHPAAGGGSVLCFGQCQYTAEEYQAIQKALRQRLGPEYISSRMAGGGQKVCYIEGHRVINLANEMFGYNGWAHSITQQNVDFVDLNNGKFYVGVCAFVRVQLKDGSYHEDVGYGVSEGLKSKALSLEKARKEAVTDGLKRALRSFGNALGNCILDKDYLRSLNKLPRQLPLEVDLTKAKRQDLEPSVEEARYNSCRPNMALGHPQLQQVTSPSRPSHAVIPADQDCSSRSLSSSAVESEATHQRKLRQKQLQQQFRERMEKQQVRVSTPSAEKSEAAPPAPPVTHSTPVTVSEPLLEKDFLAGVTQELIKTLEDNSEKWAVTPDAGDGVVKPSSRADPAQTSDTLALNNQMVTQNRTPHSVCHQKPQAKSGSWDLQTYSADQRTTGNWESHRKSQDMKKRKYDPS
ERp5 inh – ERp5 (human) disulfide isomerase inhibition; Q15084; ERp5 insulin aggregation, absorbance 650 nm, 90 min; inhibition, % at 9.99 µM; actives 0.05% (n = 350,000);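 active means mean replicate inhibition above about 25%, with every replicate also reaching it, limit read from the data, passing the limit was not always enough; inconclusive means only one of those two criteria met; inactive means neither criterion met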
ARNT TACC3 PPI – disruptors of human ARNT/TACC3 interaction; Q9Y6A5; AlphaScreen His-ARNT PAS-B/GST-TACC3 binding, luminescence; TACC3 fragment carries E629A point mutation; inhibition, % at 9.99 µM; actives 0.66% (n = 390,000); AID 623870;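 active means mean inhibition of replicates at least 50% and at least half of replicates each reaching 50%; inconclusive means half or more replicates reach 50% but mean below 50%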;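 further: 0% = complete ARNT plus TACC3 wells and 100% = ARNT alone without TACC3; many hits fall short of the cut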
RAD54 branch – blocks human RAD54 Holliday junction branch migration | FAM/BHQ fluorescence | inhibition, % at 10.4 µM | actives 0.14% (n = 360,000) | AID 602329;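 active means mean normalized replicate activity at least 40 and at least half of replicates scoring 40 or more; inconclusive means only one of the two criteria met; inactive means mean below 40 and under half of replicates reaching 40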;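 further: 0% = median of neutral control wells and 100% = median of positive control wells; inhibitors cause a drop in the FAM fluorescence signal; in these data hits start at about 50%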
PglD DTNB – PglD (C. jejuni) enzyme inhibition | purified PglD enzyme, DTNB colorimetric CoA detection | inhibition, % at 12.5 µM | AID 602405 | actives 0.098% (n = 360,000); in the data active means inhibition above about 16%, passing the limit was not always enough; inconclusive means no clear call, values can overlap the other calls; further: strong numbers were not always called active
An asterisk follows results filed as active; ? = inconclusive; · = no result given; & = joins results of further samples.

entry	molecule	E-selectin induc	esBAF inh	CASP6 VEID inh	RAD52 anneal inh
1	CCOCCCNC(=O)c1ccc2c(c1)N(CC)C(=O)c1ccccc1S2=O (centres undefined)	?	3	2	-16
2	CCN1CCn2c3c(c4cc(C)ccc42)CCCC31 (centres undefined)	·	8	·	·
3	CCCCNC(=O)CSc1nnc(-c2ccc(S(=O)(=O)N3CCCC3)cc2)n1C	·	-4	·	·
4	O=C(O)C(Cc1ccc(Cl)cc1)NS(=O)(=O)c1ccc(Cl)cc1 (centres undefined)	0.0	-2	1	-3
5	COc1ccc(CNC(=O)C(C)N(Cc2ccccc2OC)C(=O)c2snc(C(N)=O)c2N)cc1 (centres undefined)	0.4	0	-1	-21
6	C[C@H](CO)N1C[C@H](C)[C@H](CN(C)CC2CC2)Oc2cc(/C=C/c3ccccc3)ccc2S1(=O)=O	-0.5	0	-2	27
7	O=c1c(=Nc2ccccc2O)c(=O)c2ccccc12	·	·	17	-2
8	c1csc(-c2nn3c(Cn4nnc5ccccc54)nnc3s2)c1	·	7	·	·
9	CCN(CCCNC(=O)CCCn1c(=O)[nH]c2ccccc2c1=O)c1cccc(C)c1	0.1	4	·	·
10	COc1ccc2c3c(n(C)c2c1)[C@@H](CO)N(C(=O)Nc1ccc(F)cc1)CC31CCN(S(=O)(=O)c2cccc(C)c2)CC1	0.0	·	-2	13
11	Cc1cc(N2C(=O)C(O)=C(C(=O)c3cc4ccccc4o3)C2c2cccc(Cl)c2)no1 (centres undefined)	-0.2	6	17	-10
12	COc1ccc(S(=O)(=O)N(C)C[C@@H]2OCCCC[C@@H](C)Oc3ccc(NC(=O)C4CCCCC4)cc3C(=O)N([C@@H](C)CO)C[C@@H]2C)cc1	0.0	21	1	-3
13	CC(=O)N1C(=O)C2(Nc3ccccc3N2)c2ccccc21	·	-14	·	·
14	CCOc1ccc(NC(=O)N2CCC(NC(=O)C(Cc3ccccc3OC)NC(C)=O)CC2)cc1 (centres undefined)	·	-1	-1	-4
15	CCN(Cc1ccccc1)C(=O)CCS(=O)(=O)c1ccc2c(c1)oc(=O)n2C	·	7	1	3

entry	ERp5 inh	ARNT TACC3 PPI	RAD54 branch	PglD DTNB
1	1	-4	-8	-2
2	·	23	4	0
3	·	1	5	4
4	3	-2	5	3
5	4	-2	-6	2
6	-4	10	2	1
7	4	1	·	·
8	·	-17	-4	-3
9	·	-3	4	-6
10	-3	·	·	·
11	2	7	-8	1
12	-1	4	2	1
13	·	1	-6	-4
14	1	-2	-11	-4
15	2	-8	-10	8

Continuation:
entry	molecule	E-selectin induc	esBAF inh	CASP6 VEID inh	RAD52 anneal inh
16	Cc1cnc(C(=O)OCC(=O)NC23CC4CC(CC(C4)C2)C3)cn1	·	0	1	-9
17	COc1ccc(Cc2nnc3n2N=C(c2cc4ccccc4o2)CS3)cc1OC	·	-18	·	·
18	Cc1cc(C)cc(NC(=S)N=Nc2c(O)n(C)c3ccc(S(=O)(=O)N4CCOCC4)cc23)c1	·	-4	0	-17
19	CCOC(=O)C1=C(CC)Nc2ccccc2N=C1NC(=O)Cn1cnc2ccccc2c1=O	·	-6	·	·
20	Cc1cc(-c2nn(-c3ccccc3F)cc2CNCCc2cnc[nH]2)c(C)s1	·	0	-11	-17
21	O=C(Nc1ccc(Br)c2ccccc12)c1ccc2ccccc2c1O	-0.1	-10	0	-13
22	COc1ccc(-c2nc(CS(=O)(=O)CC(=O)NCc3cccc(F)c3)c(C)o2)cc1	0.0	1	-2	-7
23	Cc1cc(C)cc(Nc2ccc([N+](=O)[O-])nc2[N+](=O)[O-])c1	·	3	·	·
24	CC(=O)OC(COc1ccc(F)cc1)Cn1cnc2ccccc21 (centres undefined)	·	·	-1	-9
25	C[C@@H]1CN([C@H](C)CO)S(=O)(=O)c2ccc(C#CCN(C)C)cc2O[C@H]1CN(C)C(=O)C1CCCCC1	-0.1	-2	-2	-7
26	O=C(Nc1ncccc1O)c1ccc(Cl)c(S(=O)(=O)N2CCCCCC2)c1	·	·	1	-12
27	C[C@@H]1CN([C@H](C)CO)C(=O)c2cc(/C=C/c3ccccc3)cnc2O[C@@H]1CN(C)C(=O)c1cccnc1	-0.2	-3	-2	-2
28	c1cc2c3c(cccc3c1)NC1(CCCCCC1)N2	·	-7	·	·
29	Cc1cc[n+]2n1CC(O)C2 (centres undefined)	0.0	-7	-2	-5
30	Cc1ccc(/C=N\n2c(-c3ccccc3)n[nH]c2=S)s1	·	-4	·	·

entry	ERp5 inh	ARNT TACC3 PPI	RAD54 branch	PglD DTNB
16	-1	-11	-4	-1
17	·	1	0	5
18	1	2	-4	-1
19	·	2	2	8
20	22	31	3	3
21	0	-12	1	4
22	1	-5	2	0
23	·	1	-2	-8
24	4	-7	·	·
25	3	-3	-2	6
26	-1	16	·	·
27	5	-2	1	1
28	·	13	-1	3
29	5	2	-5	3
30	·	0	-2	-4

Two entries from above, with two lines to a compound.
The line under a structure holds: E-selectin induc | esBAF inh | CASP6 VEID inh | RAD52 anneal inh | ERp5 inh | ARNT TACC3 PPI | RAD54 branch | PglD DTNB
[28] c1cc2c3c(cccc3c1)NC1(CCCCCC1)N2
  · | -7 | · | · | · | 13 | -1 | 3
[24] CC(=O)OC(COc1ccc(F)cc1)Cn1cnc2ccccc21 (centres undefined)
  · | · | -1 | -9 | 4 | -7 | · | ·

Given in transposed form: part of the list above.
27: C[C@@H]1CN([C@H](C)CO)C(=O)c2cc(/C=C/c3ccccc3)cnc2O[C@@H]1CN(C)C(=O)c1cccnc1
28: c1cc2c3c(cccc3c1)NC1(CCCCCC1)N2
29: Cc1cc[n+]2n1CC(O)C2 (centres undefined)
30: Cc1ccc(/C=N\n2c(-c3ccccc3)n[nH]c2=S)s1
assay / compound | 27 | 28 | 29 | 30
E-selectin induc | -0.2 | · | 0.0 | ·
esBAF inh | -3 | -7 | -7 | -4
CASP6 VEID inh | -2 | · | -2 | ·
RAD52 anneal inh | -2 | · | -5 | ·
ERp5 inh | 5 | · | 5 | ·
ARNT TACC3 PPI | -2 | 13 | 2 | 0
RAD54 branch | 1 | -1 | -5 | -2
PglD DTNB | 1 | 3 | 3 | -4

Later entries.
entry	molecule	E-selectin induc	esBAF inh	CASP6 VEID inh	RAD52 anneal inh
31	CCNC(=O)C[C@@H]1CC[C@@H]2[C@H](COc3ccc(NC(=O)c4ccc(F)c(F)c4)cc3C(=O)N2C)O1	0.0	2	-2	2
32	Cc1cccc(-c2noc(CNC(=O)c3ccoc3C)n2)c1	-0.7	10	-3	-197
33	Cc1noc(C)c1NC(=O)N(C)C[C@@H]1Oc2ccc(NC(=O)NC(C)C)cc2C(=O)N([C@@H](C)CO)C[C@H]1C	0.1	1	-2	-11
34	Cc1nn(-c2ccccc2)c2sc(C(=O)OC3CCOC3=O)cc12 (centres undefined)	·	-8	·	·
35	COc1cccc(-c2cc(C(=O)N3CCN(Cc4ccc5c(c4)OCO5)CC3)on2)c1	-0.1	-10	-3	0
36	COc1cccc(N2CCN(C(=O)CN(c3ccc(C)cc3)S(=O)(=O)c3c(C)n[nH]c3C)CC2)c1	0.1	3	1	-12
37	C[C@@H]1CN([C@H](C)CO)C(=O)Cc2cc(NC(=O)CCC(F)(F)F)ccc2O[C@H]1CN(C)Cc1ccccc1	0.3	4	2	12
38	CC(C)NC(=O)N(C)C[C@H]1Oc2ccc(NC(=O)Nc3ccc4c(c3)OCO4)cc2C(=O)N([C@H](C)CO)C[C@@H]1C	-0.7&0.0	9&-2	0&5	4&0
39	C[C@H]1CN([C@@H](C)CO)S(=O)(=O)c2ccc(C3=CCCCC3)cc2O[C@H]1CN(C)S(C)(=O)=O	-0.6	2	1	2
40	Cc1noc(C)c1S(=O)(=O)Nc1ccc2c(c1)C(=O)N([C@H](C)CO)C[C@H](C)[C@@H](CN(C)S(=O)(=O)c1ccc(Cl)cc1)O2	0.6	0	-1	5
41	CN(Cc1nc(-c2cnccn2)no1)Cc1n[nH]c2c1CCCCC2	0.0	-3	-3	-10
42	N/C(=N\OC(=O)CCCOc1ccccc1)c1ccc(Br)cc1	·	-6	-1	-4
43	C=CCN(c1ccccc1)S(=O)(=O)c1ccc2c(c1)N(C(C)=O)CCO2	·	11	4	-2
44	O=S(=O)(NCCOc1ccccc1F)c1ccc(Cl)cc1F	·	-2	1	-14
45	C/C=C/c1cccc(-c2nc(C(=O)NCc3ccccn3)cc3c2[C@H](CCO)N([S@@](=O)C(C)(C)C)C3)c1	6.9	1	2	-25

entry	ERp5 inh	ARNT TACC3 PPI	RAD54 branch	PglD DTNB
31	2	-2	-5	5
32	4	-4	-12	-6
33	2	-12	8	3
34	·	-4	-1	-11
35	3	·	0	-2
36	0	3	6	-2
37	0	12	-4	2
38	-3&0	0&-1	0&-12	0&-2
39	-3	-3	-6	-1
40	4	-20	-1	6
41	0	-4	·	·
42	3	2	-8	0
43	1	-5	-7	1
44	1	3	-7	-4
45	1	12	1	-3

Next part:
entry	molecule	E-selectin induc	esBAF inh	CASP6 VEID inh	RAD52 anneal inh
46	COc1ccccc1NS(=O)(=O)c1cc(NC(=O)CCC(=O)c2cccs2)ccc1Cl	·	·	-3	-25
47	CC(=O)Nc1nc(C)c(C(C)=O)s1	·	2	·	·
48	CCC1(c2ccccc2)NC(=O)N(CC(=O)Nc2ccccc2N2CCCC2)C1=O (centres undefined)	3.1	-14	-129	-2
49	CCCOc1ccc2c(c1)C(=NN=C(N)N)c1cc(OCCC)ccc1-2	1.0	-1	-101	4
50	O=[N+]([O-])c1ccc(CN2CCC(Cc3ccccc3)CC2)cc1	·	-5	-1	-10
51	Cc1cc(C)c2nc(N3CCOCC3)c(C#N)cc2c1	0.0	7	2	-5
52	CCn1nc(CC(=O)Nc2ccc(-n3cnnn3)c(C)c2)c2ccccc2c1=O	·	·	1	-11
53	O=C(Cc1ccccc1)N[C@@H]1CC[C@@H](CC(=O)N2CCCCC2)O[C@@H]1CO	-0.2	-5	-3	-433
54	CN(C(=O)CCNC(=O)N1CC(=O)Nc2ccccc21)C1CCCCC1	·	0	·	-10
55	Cc1nn(C(C)c2n[nH]c(=S)n2-c2cccc(Cl)c2)c(C)c1[N+](=O)[O-] (centres undefined)	·	2	·	·
56	C[C@H]1CN([C@@H](C)CO)C(=O)c2cc(C#CC3CC3)cnc2O[C@H]1CN(C)C(=O)CC1CC1	-0.1	-3	-4	13
57	C=CCCC(=O)Nc1nc(C)c(-c2csc(Nc3cc(Cl)ccc3OC)n2)s1	0.0	-1	-5	-24
58	COc1ccc(CCNS(=O)(=O)c2ccc3c(c2)CCCC3)cc1OC	·	4	4	-3
59	COc1ccc2cc3cc(C(=O)NCCN4CCN(c5ccccc5F)CC4)oc3nc2c1	·	6	·	·
60	O=C(Nc1ccc(Cl)cc1)c1cc(S(=O)(=O)N2CCCCC2)ccc1N1CCOCC1	2.0	4	4	-59
61	CO[C@H]1CN(C)C(=O)c2cc(NC(=O)c3ccccc3)ccc2OC[C@H](C)NC[C@H]1C	0.2	3	0	-6

entry	ERp5 inh	ARNT TACC3 PPI	RAD54 branch	PglD DTNB
46	7	-1	4	4
47	·	-2	-9	-3
48	-5	·	-10	0
49	4	12	12	5
50	0	6	2	-9
51	-3	-14	-5	2
52	0	·	-5	-2
53	-1	·	1	1
54	6	3	-2	-3
55	·	1	2	-1
56	-4	26	-3	2
57	1	-5	1	0
58	1	-1	-6	-3
59	·	0	14	3
60	3	·	-4	0
61	3	-3	3	1
